# ATXN viability: viability counter-screen for ATXN expression inhibitors; Potency, µM (highest dose often 56.7 µM), most hits filed as cytotoxic; S2 cells (HEK-293 line with an ATXN2-luciferase reporter) viability, CellTiter-Fluor protease fluorescence, 24 h; 400,000 compounds, 0.49% hits; further: potency means the concentration at half of the fitted maximal effect; nearly all actives have a fitted effect of over 40% in size
# KB-3-1 tox: KB-3-1 parental cell cytotoxicity; KB-3-1 viability, CellTiter-Glo ATP luminescence, 72 h; Potency, µM (highest dose often 46.1 µM), without a hit: at the top dose activity change, negative = cytotoxic, usual class: cytotoxic; 400,000 compounds, 1.4% hits; AID 1347075; further: potency means the concentration at half of the fitted maximal effect; on the % scale 0 is the no-effect control and ±100 the full control effect; nearly all actives have a fitted effect of over 60% in size
#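 Cytotoxicity in the drug-sensitive parental line KB-3-1 was scored as loss of CellTiter-Glo luminescence following 72 h incubation with compound. Values come from curve fitting of normalized concentration-response data.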
# HepG2 tox: counter-screen for TGF-b inhibitors: cytotoxicity in HepG2 cells; HepG2 CAGA-GFP viability, ATP luminescence, 18 h; 410,000 compounds, 0.76% hits; AID 588856; Potency, µM (doses to about 46.1 µM), for the others: at the top dose activity change, negative = cytotoxicity, most hits filed as cytotoxic; further: potency means the concentration at half of the fitted maximal effect; some results filed as inactive show a strong effect at the top dose
#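 CellTiter-Glo luminescence gave cytotoxicity after 18 hours at 37 degrees C. The cells were HepG2 CAGA-GFP in 1% FBS DMEM, stimulated with 500 pg/mL TGF-beta after compound addition. %Activity was normalised to no-cell wells (complete cell-killing) and DMSO (no toxicity), and curves were fitted and classified.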
# IL-1B inflam inh: blocks inflammasome-driven IL-1 beta release; THP-1 LPS/ATP IL-1B secretion, AlphaLISA, 16 h; active compounds read low; activity change, % at 57.5 µM; 360,000 compounds, 4.7% hits; in the data active means activity change below about -50%; inconclusive means mostly about -30% to -49%; further: on the % scale 0 is the no-effect control and ±100 the full control effect
#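 THP-1 cells pretreated 1 hr with compounds (up to 57.5 uM final), then stimulated with LPS (250 ng/mL final) plus ATP (1.25 mM final); secreted IL-1B measured by AlphaLISA after 16 hr, decreased signal indicating inhibition.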
# SW480 rerep: induces DNA re-replication in SW480 colon adenocarcinoma cells | SW480 DNA re-replication, Hoechst DNA content imaging, 48 h | Potency, µM (doses to about 46.1 µM), for the others: at the highest dose re-replication activation, most hits filed as activators | 340,000 compounds, 1.8% hits; further: potency means the concentration at half of the fitted maximal effect; % of control where 0% means no effect; nearly all actives have a fitted effect of over 55% in size
#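 Quantitative HTS format with DMSO vehicle controls; 48 hr drug incubation at 37 C, then 40 min Hoechst staining and scanning imager measurement at 405 nm excitation.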
# HT1080 IDH1KD tx: HT-1080 IDH1 knockdown cell toxicity (counter line); HT-1080 IDH1 knockdown viability, ATP luminescence, 48 h; Potency, µM (doses to about 46.1 µM), without a hit: top-dose activity, negative = toxicity, actives largely listed as cytotoxic; 360,000 compounds, 2% hits; AID 686971;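 further: potency means the concentration at half of the fitted maximal effect; 0% = DMSO wells and -100% = cell-free medium wells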
#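 HT-1080-IDH1KD cells (IDH1 knocked down), 750/well in RPMI with 5% FBS, treated with compound 48 h at 37 degrees C. Viability by CellTiter-Glo luminescence, normalised to DMSO and no-cell wells; concentration-response curves classed.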
# ATXN2 expr inh: reduces ATXN2 reporter expression in HEK-293 cells; AID 1745845; 360,000 compounds, 0.72% hits; HEK-293 ATXN2-luciferase reporter, luminescence, 24 h; Potency, µM (titrated, usually from 57 µM), without a hit: at the top dose activity change, negative = inhibition, usual class: inhibitors; further: potency means the concentration at half of the fitted maximal effect; on the % scale 0 is the no-effect control and ±100 the full control effect; nearly all actives have a fitted effect of over 55% in size
#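 ATXN2-luciferase reporter cells (luciferase flanked by upstream and downstream ATXN2 gene portions) were treated 24 h at 37 °C with compounds at up to 57 uM. SteadyGlo luminescence gave expression; GF-AFC fluorescence gave viability.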
# MCF10A rerep: DNA re-replication induction in MCF 10a cells; Potency, µM (titrated, usually from 46.1 µM), for the others: at the highest dose activity, positive = re-replication, hits mostly activators; 350,000 compounds, 2.9% hits; MCF 10A DNA re-replication, Hoechst nuclear intensity, 48 h; AID 624296; further: potency means the concentration at half of the fitted maximal effect; % of control where 0% means no effect; nearly all actives have a fitted effect of over 50% in size
# HT1080NT lethal: kills 2HG-producing HT-1080-NT fibrosarcoma cells; HT-1080-NT fibrosarcoma viability, CellTiter-Glo ATP luminescence, 48 h; Potency, µM (series often up to 46.1 µM), without a hit: at the top dose activity, negative = less viability, most hits filed as cytotoxic; 360,000 compounds, 1.6% hits; AID 686970;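 further: NT is the 2HG producing partner of a matched IDH1 knockdown line; potency means the concentration at half of the fitted maximal effect; 0% = DMSO-treated cells and -100% = media-only wells without cells; nearly all actives have a fitted effect of over 55% in size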
#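 A 48-hour cytotoxicity screen used HT-1080-NT cells plated 2 hours before compound delivery. ATP-based CellTiter-Glo luminescence measured viability, normalized to DMSO and no-cell controls.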
# Active calls of the source: *; i = inactive; u = inconclusive; x = not tested or not shown; [ ] = remark or other dose. Unless noted, the call rests on the fitted dose curve; in most records, active means well fitted curve in the direction sought with a large enough effect; inconclusive means small, poorly fitted or top-dose-only effect, or another doubt; inactive means no such curve, though single readings can be large; an effect the other way counts as inactive or inconclusive. Outcome played no part in choosing rows; overall some 8.9% were active at least once.
# Each structure is followed by: IL-1B inflam inh, SW480 rerep, HT1080NT lethal, HT1080 IDH1KD tx, HepG2 tox, ATXN viability, MCF10A rerep, KB-3-1 tox, ATXN2 expr inh
O=C1NCCN(CC2CCN(CCc3ccccc3)CC2)C1=O
→ 11, x, 14%, 0%, 1%, i, x, u, 4%
C=Cc1ccc(Cn2c(C)c(CNCc3ccc(SC)cc3)c(C(=O)O)c2C)cc1
→ x, x, x, x, 12%, i, x, 6%, 0%
N#CCC(=O)Nc1ncc(Cc2ccccc2Cl)s1
→ -6, u, -7%, -30%, -1%, i, 15µM*, 1%, x
O=C1CC(c2cccc(F)c2)SC(N(c2ccccc2)c2ccccc2)=N1 (stereo unspecified)
→ -14, 15%, -1%, u, -25%, i, u, 2%, -4%
CC(=O)Nc1ccc(NC(=O)CSc2nnc3ccc(-c4ccccn4)nn23)cc1
→ 16, -23%, 19%, 12%, -15%, i, 0%, 9%, -20%
CC(C)C1CC(CCNCc2ccc3c(c2)OCO3)(c2ccccc2)CCO1 (stereo unspecified)
→ -69*, u, 18µM*, 26µM*, -167%, i, u, u, -29%
CCC1=NN(C(=O)c2ccc(C)cc2)C(O)(c2ccc(Br)cc2)C1 (stereo unspecified)
→ -9, -3%, -19%, -26%, -5%, i, 18%, -29%, -6%
COCCSc1ccccc1C(=O)Nc1nccs1
→ 21, -2%, 14%, 21%, -2%, i, 10%, -5%, 5%
CCCCn1c(NC(=O)CC)c(C#N)c2nc3ccccc3nc21
→ 15, -5%, 8%, 15%, 0%, i, 8%, 3%, -7%
CCCCN(CC)Cc1ccc(CNC(=S)Nc2ccccc2F)o1
→ -29, u, -1%, -4%, -1%, i, -10%, -1%, -12%
Cc1ccc(CNC(=O)COC(=O)c2ccc(S(=O)(=O)NCc3ccco3)cc2)cc1
→ 8, 5%, -17%[9.24 µM], -1%, -3%, i, 2%, 3%, 7%
CC[C@@H]1Cc2[nH][nH]c(=O)c2[C@H](c2ccc(Cl)cc2)O1
→ -2, x, -7%, -20%, x, i, x, 24%, -3%
CCc1ccccc1NC(=O)C1CCN(C2=NS(=O)(=O)C(c3ccc(C)c(C)c3)=C2C)CC1
→ x, x, x, x, -30%, i, x, -6%, -23%
CN1CCc2c(c3ccccc3n2C)C1
→ u, -3%, 2%, -1%, -6%, i, -2%, 1%, -9%
CC(=O)N(Cc1c(C#N)c2ccccc2n1C)c1ccccc1
→ -5, 5%, -4%, -1%, -1%, i, 5%, 0%, -6%
Cc1c(Br)cnn1C(C)C(=O)N1CCN(c2ccccc2F)CC1 (stereo unspecified)
→ 12, -2%, -7%, 0%, 5%, i, 17%, -7%, 7%
O=C(COC(=O)Cc1ccc(Br)cc1)NCC1CCCCC1
→ 10, 21%, 0%, 17%, -2%, i, -15%, 16%, 0%
CCN(CC)CCNC(=O)Cn1ncc2c([nH]c3ccccc32)c1=O
→ x, x, x, x, 7%, i, x, 4%, 0%
Cc1cc(C)cc(-n2c(C)nc3cc(C(=O)NCc4ccccc4Cl)ccc32)c1
→ x, x, x, x, -32%, u, x, u, u
O[C@H]1C[C@H](c2ccc(Cl)cc2)N(CC2CCCCC2)C[C@@H]1n1cc(-c2ccc(F)cc2)nn1
→ 15, x, 9%, 7%, -13%, i, x, -1%, -1%
Cc1cccc(C(=O)NNC(=O)CCCCC(=O)NNC(=O)c2cccc(C)c2)c1
→ -4, 1%, 19%, 18%, -7%, i, -2%, 1%, -27%
O=C(NC(=O)c1cnccc1C(F)(F)F)Nc1ccccc1
→ 6, u, 0%, 3%, 4%, i, -1%, 0%, 9%
Cc1sc(-c2ccncc2)nc1OC(=O)c1ccccc1
→ -12, -5%, 3%, 3%, 14%, u, -6%, 4%, -1%
Cc1cc(NC(=O)Nc2ccccc2)n(-c2ccccc2)n1
→ -19, -10%, 2%, 0%, 7%, i, -4%, 0%, x
CCCCCC(=O)Nc1cccc(C2=NOC3(C2)C[C@@H](C(N)=O)N(C(=O)C2(C)CC2)C3)c1 (stereo partly specified)
→ 19, -9%, 8%, 5%, 0%, i, -16%, 3%, 6%
CCc1cccc2sc(NC(=O)c3ccc(N4C(=O)CCC4=O)cc3)nc12
→ 14, -4%, 13%, 6%, 6%, i, -3%, 20%, 10%
CNc1ncnc2c1ncn2[C@H]1CN(Cc2ccc(-c3ccccc3)cc2)C[C@@H](CO)O1
→ 1, x, -1%, 4%, -22%, i, x, 0%, -22%
CNc1cccc(-c2ccc(C(C)=O)s2)n1
→ 21, x, u, 10%, -7%, i, x, 0%, 31%[activator]
COc1cc2nc(-c3cccs3)oc(=O)c2cc1OC
→ 10, -5%, -3%, 8%, -12%, i, -16%, 9%, -1%
COc1ccc(-c2oc3cccnc3c2C#CC2(O)CCCCC2)cc1
→ -56*, 27%, u, u, 23%, u, 18µM*, -6%, u
CC(C)Cc1nc(Nc2ccccc2C#N)c2nnn(Cc3ccccc3)c2n1
→ u, u, u, 18µM*, -11%, i, 5%, -5%, -24%
N=c1c2c(n(Cc3ccc(Cl)cc3)c3c1CCC3)CCC2
→ -67*, -1%, 5µM*, 7.1µM*, -14%, i, 5%, -16%, u
COC(=O)c1cn(NC(=O)C2COc3ccccc3O2)c(=O)c2ccccc12 (stereo unspecified)
→ -5, 0%, 14%, 6%, -3%, i, 2%, 7%, 1%
CCOc1ccc(OCCC(=O)NNC(=O)c2ccccc2Cl)cc1
→ 10, -6%, -13%, 1%, -11%, i, 1%, 0%, 4%
Cc1ccc(-c2cn(-c3ccccc3)c(=S)[nH]2)cc1C
→ -22, 5%, 15%, 0%, -11%, i, 9%, -2%, 37%[activator]
COc1ccc(OC)c(NC(=O)C(Cc2ccccc2)NS(=O)(=O)c2ccc3c(c2)CCC(=O)N3)c1 (stereo unspecified)
→ x, x, x, x, 1%, i, x, -22%, 10%
CN1C(=O)/C(=C2\SC(=S)N(C(CCC(=O)O)C(=O)O)C2=O)c2ccccc21 (stereo unspecified)
→ 30, 1%, 5%, -3%, -35%, i, u, 15%, 7%
CCc1ccccc1N=C1S/C(=C/c2ccccc2OCC(=O)N2CCOCC2)C(=O)N1C
→ -72*, 2%, u, u, -57%, i, u, u, -16%
O=C(O)C(C(O)c1ccc([N+](=O)[O-])cc1)[n+]1ccccc1 (stereo unspecified)
→ 13, 9%[9.22 µM], 2%, 11%, 0%, i, u, 4%, 9%
O=C1CN2NC(=S)N(c3ccc(Cl)cc3)C2=CN1c1ccc(Cl)cc1
→ 9, -6%, 14%, 4%, -33%, u, 3%, 0%, x
c1ccc(-c2nnc(CN3CCCc4ccccc43)o2)cc1
→ 16, 20%, -2%, -5%, 4%, i, 28%, -19%, 36%
CC1(c2nnc(-c3ccccc3)o2)CC(c2ccc(Cl)cc2)=NO1 (stereo unspecified)
→ 2, -3%, 2%, 5%, -11%, i, 27%, 1%, -5%
CC(=O)C1=C(c2ccc(Cl)c(Cl)c2)N(C(C)=O)n2c(C)nnc2S1
→ x, x, x, x, 7.9µM*, u, x, u, 28µM*
Cc1cc(C(=O)CCl)c(C)n1-c1c(C)n(C)n(-c2ccccc2)c1=O
→ -99*, 21µM*, 23µM*, u, -48%, u, 5.2µM*, u, 11%
COc1ccc(NC(=O)c2ccco2)cc1NC(=O)COc1cccc(C)c1C
→ x, x, x, x, 3%, i, x, -1%, 0%

# The closing 2 records of the part above open the next one.
# Each structure is followed by: IL-1B inflam inh, SW480 rerep, HT1080NT lethal, HT1080 IDH1KD tx, HepG2 tox, ATXN viability, MCF10A rerep, KB-3-1 tox, ATXN2 expr inh
Cc1cc(C(=O)CCl)c(C)n1-c1c(C)n(C)n(-c2ccccc2)c1=O
→ -99*, 21µM*, 23µM*, u, -48%, u, 5.2µM*, u, 11%
COc1ccc(NC(=O)c2ccco2)cc1NC(=O)COc1cccc(C)c1C
→ x, x, x, x, 3%, i, x, -1%, 0%
O=C(Nc1ccc(F)cc1)Oc1ccccc1N1CCOCC1
→ x, u, 22%, 22%, -8%, i, -7%, -9%, 15%
COc1ccccc1Nc1nc(-c2ccccc2O)nc2ccccc12
→ 34, 22%, 14%, 18%, -7%, u, 7%, 5%, -21%
Cc1ccccc1NC(=O)Nc1ccccc1C(N)=O
→ -10, 6%, 0%, -1%, 1%, i, 7%, 2%, 4%
CCOC(=O)c1ccc(NC(=O)C2CCN(S(=O)(=O)c3c(C)nn(C)c3C)CC2)cc1
→ 18, -9%, 0%, -16%, -7%, i, -2%, -7%, -18%
CC1CCN(Cc2nc(-c3ccc(Cl)cc3)no2)CC1
→ 10, 2%, 11%, 2%, -28%, i, u, 7%, 46%[activator]
CN1CCN(C(=O)c2cnn(-c3ccccc3)c2NC(=O)c2ccc(Br)cc2)CC1
→ -6, -5%, -2%, -13%, -6%, i, 14%, 1%, -14%
COc1ccc(C(=O)NCCS(=O)(=O)N2CCN(C(=O)c3ccco3)CC2)cc1
→ -6, 4.1µM*, -3%, 4%, -9%, i, 1%, -6%, 3%
OC(COC(c1ccc(Cl)cc1)c1ccc(Cl)cc1)CN1CCCC1 (stereo unspecified)
→ -51*, u, -6%, -8%, -71%, i, u, u, u
O=C(COC(=O)c1ccc2c(c1)C(=O)N(Cc1ccncc1)C2=O)Nc1ccccc1[N+](=O)[O-]
→ 15, -7%, -4%, -10%, -16%, i, 6%, -4%, 6%
Cc1cc(NC(=O)COC(=O)C2CCN(S(=O)(=O)c3c(Cl)cccc3Cl)CC2)no1
→ 24, -1%, 21%, 15%, 2%, i, -1%, 1%, 5%
COc1cccc(-c2nnc(SCN3C(=O)c4ccccc4C3=O)n2C)c1
→ -8, -3%, -3%, -8%, -12%, i, 6%, 2%, 1%
Cc1c(-n2c(-c3ccccc3)nc3ccccc3c2=O)c(=O)n(-c2ccccc2)n1C
→ 38, -2%, 7%, -1%, 0%, u, 6%, -2%, -2%

# High-throughput results deposited in PubChem BioAssay by National Center for Advancing Translational Sciences (NCATS).
